High-throughput results deposited in PubChem BioAssay by several laboratories.
TNAP act hi DEA = TNAP activators at high phosphate acceptor level, primary screen, biochemical, luminescence, uHTS; Alkaline phosphatase, tissue-nonspecific isozyme (Homo sapiens), P05186; purified TNAP, CDP-star luminescence, 1 M DEA, 30 min; active compounds read high; 0 = EDTA background, 1 = DMSO-only activity; activation factor at 20 µM; 200,000 tested, under 10 active; AID 1136, 2008;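 active = activation factor at least 2 at 20 µM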
Target sequence (P05186 whole entry, looked up): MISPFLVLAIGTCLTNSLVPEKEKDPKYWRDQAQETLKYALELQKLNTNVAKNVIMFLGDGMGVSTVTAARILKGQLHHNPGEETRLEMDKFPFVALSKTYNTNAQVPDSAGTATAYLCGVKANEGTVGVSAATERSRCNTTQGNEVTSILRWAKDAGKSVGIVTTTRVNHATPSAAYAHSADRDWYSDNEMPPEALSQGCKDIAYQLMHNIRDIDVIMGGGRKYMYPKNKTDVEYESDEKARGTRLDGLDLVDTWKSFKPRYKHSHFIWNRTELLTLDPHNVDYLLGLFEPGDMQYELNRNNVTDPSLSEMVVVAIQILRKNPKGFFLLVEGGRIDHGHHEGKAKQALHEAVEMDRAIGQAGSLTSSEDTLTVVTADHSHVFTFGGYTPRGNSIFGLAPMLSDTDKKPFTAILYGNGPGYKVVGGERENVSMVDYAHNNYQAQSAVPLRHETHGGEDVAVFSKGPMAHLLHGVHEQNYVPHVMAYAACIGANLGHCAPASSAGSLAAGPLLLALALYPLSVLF
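system = human TNAP | amount = enzyme diluted 1/800 final | reagent = 100 µM CDP-star substrate | signal = luminescent substrate turnover signal | dosing = one dose, 20 µM | benchmarks = EDTA negative control, DMSO positive control | measure = activation factor | timing = 30 min reaction, room temperature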
APP 5'UTR act = activators of APP 5'UTR luciferase reporter, primary screen, SH-SY5Y cells; SH-SY5Y APP 5'UTR luciferase reporter, luminescence; zero percent = DMSO vehicle wells; activation, % at 2 µM; 190,000 compounds, 1% hits;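 active = activation above a set limit, based on mean plus 3 SD of controls, cut at about 140% in these data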; note: values of inactives mirror those of a sister screen read the other way
TNAP inh hiacc = human TNAP enzyme inhibitors, primary screen, biochemical, luminescent, high phosphate acceptor level, uHTS; purified TNAP, CDP-star luminescence, 1 M DEA; inhibition, % at 20 µM; 200,000 compounds, 0.03% hits; AID 1135, 2008;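 active = over 50% inhibition of tissue-nonspecific alkaline phosphatase at 20 µM in the single-dose screen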;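 note: plate controls were DMSO wells for no effect and EDTA-quenched wells as full inhibition for full effect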
bIAP activator = bovine intestinal alkaline phosphatase activators, primary screen, biochemical, bovine IAP, CDP-star luminescence | purified bovine IAP, 30 min; active compounds read high; fold of DMSO-control signal, blank-subtracted | activation factor at 20 µM | alkaline phosphatase, intestinal [Bos taurus] | 200,000 compounds, 0.17% hits;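 active = activation factor of 2 or more at 20 µM, a signal rise over negative controls twice the positive control's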
NF-kB neuron act = activators of NF-kB expression in neurons, primary screen, cell-based, HTS | AID 1239, 2008 | 190,000 compounds, 1.6% hits | human neuronal cells, NF-kB reporter expression; active compounds read high | fold change at 12.5 µM; in the data active = fold change above about 3.3
PMI act hi M6P = human PMI activators, high substrate, primary screen, biochemical, fluorescence intensity, near-saturating mannose 6-phosphate; Mannose-6-phosphate isomerase (Homo sapiens), P34949; coupled PMI enzyme assay, resazurin fluorescence, 20 min; active compounds read high; 1 = untreated enzyme, 0 = substrate-free blank; activation factor at 20 µM; 190,000 compounds, 0.34% hits; AID 1216, 2008;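 active = activation factor of 2 or more at 20 µM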
Target sequence (P34949 whole entry, looked up): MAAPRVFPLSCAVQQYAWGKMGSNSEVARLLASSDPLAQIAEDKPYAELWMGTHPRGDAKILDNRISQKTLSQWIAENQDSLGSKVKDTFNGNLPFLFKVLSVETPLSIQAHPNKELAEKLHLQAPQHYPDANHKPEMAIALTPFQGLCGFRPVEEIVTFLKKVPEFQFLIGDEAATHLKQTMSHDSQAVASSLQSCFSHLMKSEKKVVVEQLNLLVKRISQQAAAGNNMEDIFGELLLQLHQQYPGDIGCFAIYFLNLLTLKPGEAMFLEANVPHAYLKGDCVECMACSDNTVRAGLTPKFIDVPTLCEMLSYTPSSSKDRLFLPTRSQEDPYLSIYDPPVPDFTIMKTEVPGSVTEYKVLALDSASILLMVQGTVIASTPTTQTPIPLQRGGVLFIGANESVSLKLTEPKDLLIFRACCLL
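Test system: human phosphomannose isomerase with PGI, G6PDH, diaphorase coupling enzymes; Amount: PMI at 15 ng/mL final; Reagent: Mannose-6-phosphate 1.0 mM (near-saturating) plus 0.22 mM NADP+; Timing: 20 min, room temperature; Technique: resorufin fluorescence at Ex 544/Em 590 nm; Dosing: 20 µM single dose.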
TNAP inh no acc = human TNAP enzyme inhibitors, primary screen, biochemical, luminescent, no phosphate acceptor, uHTS; purified TNAP, CDP-star luminescence, 30 min; inhibition, % at 20 µM; 200,000 compounds, 0.26% hits; AID 1012, 2008;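 active = tissue-nonspecific alkaline phosphatase inhibition above about 50% at 20 µM in the single-dose screen, limit read from the data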;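 note: 0% = DMSO negative control and 100% = EDTA positive control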
FLuc inhib CS = firefly luciferase enzyme inhibitors, primary screen, artefact control for luciferase-based inhibitor screens, biochemical, luminescence, ATPLite. 10 min. inhibition, % at 10 µM. Luciferin 4-monooxygenase (Photinus pyralis), P08659. 200,000 compounds, 1.5% hits;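 active = inhibition above about 50% when tested at 10 µM, limit read from the data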
FLuc stim CS = FLuc activators, initial screening, artefact control for FLuc-dependent activation tests, biochemical, ATPlite luminescence | activation factor at 10 µM | Luciferin 4-monooxygenase (Photinus pyralis), P08659 | AID 1027, 2008 | 200,000 tested, under 10 active | ATPlite luciferase biochemical, 10 min; 0 = ATP-free wells, 1 = DMSO control;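 active = luciferase activation factor, scaled between plate controls, of at least 2 with compound at 10 µM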
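Material: luciferase plus luciferin reagent, cell-free. Medium: PBS buffer for ATP. Also added: ATP substrate, dispensed from a 10.24 µM working solution in PBS. Doses: test compounds dosed from 2 mM stocks in 100% DMSO. Incubation: 10 min post-reagent at room temperature. Technique: light output (luminescence). Read-out basis: luminescence gain marking luciferase activators.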
PMI activator = activators of human PMI, primary screen, biochemical, fluorescence intensity, near-Km mannose 6-phosphate; Mannose-6-phosphate isomerase (Homo sapiens), P34949; purified human PMI, coupled resazurin fluorescence, 20 min; active compounds read high; 1 = vehicle control, 0 substrate-free wells; activation factor at 20 µM; 190,000 compounds, 0.005% hits;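 active = activation factor of 2 or more at 20 µM, relative to plate controls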
The depositor's hits bear a star.

Results for c1ccc(C2=Nn3c(nnc3-c3ccccn3)SC2)cc1 ?
TNAP act hi DEA: 1; APP 5'UTR act: -4; TNAP inh hiacc: -1; bIAP activator: 1; NF-kB neuron act: 0.92; PMI act hi M6P: 1; TNAP inh no acc: -3; FLuc inhib CS: -2; FLuc stim CS: 1; PMI activator: 1

What do the screens show for `COc1ccc(OCC(O)CNC(=O)c2ccccc2C(=O)O)cc1` (stereo not given)?
TNAP act hi DEA: 1.1; APP 5'UTR act: 8; TNAP inh hiacc: -6; bIAP activator: 0.9; NF-kB neuron act: 1; PMI act hi M6P: 1; TNAP inh no acc: -9; FLuc inhib CS: -4; FLuc stim CS: 1; PMI activator: 1

What do the screens show for `COc1ccc(CNC(=O)C2CCCN(S(=O)(=O)c3c(C)nn(C)c3C)C2)cc1` (stereo not given)?
TNAP act hi DEA: 1.1; APP 5'UTR act: 5; TNAP inh hiacc: -8; bIAP activator: 1.1; NF-kB neuron act: 0.94; PMI act hi M6P: 1; TNAP inh no acc: -22; FLuc inhib CS: -8; FLuc stim CS: 1.1; PMI activator: 1

Results for CC1CCCC(C)N1C(=O)C1CCCCC1 (stereo not given) ?
TNAP act hi DEA: 1; APP 5'UTR act: 11; TNAP inh hiacc: -3; bIAP activator: 1.3; NF-kB neuron act: 1.2; PMI act hi M6P: 1.1; TNAP inh no acc: -10; FLuc inhib CS: -7; FLuc stim CS: 1.1; PMI activator: 1.1

How did Cc1ccc2nsnc2c1S(=O)(=O)Nc1cccc2nsnc12 do in these assays?
TNAP act hi DEA: 1; APP 5'UTR act: 13; TNAP inh hiacc: -3; bIAP activator: 1.1; NF-kB neuron act: 0.99; PMI act hi M6P: 0.5; TNAP inh no acc: -2; FLuc inhib CS: 0; FLuc stim CS: 1; PMI activator: 0.8

How did Nc1cc(=O)[nH]c(SCC(=O)Nc2nc3ccc([N+](=O)[O-])cc3s2)n1 do in these assays?
TNAP act hi DEA: 1.1; APP 5'UTR act: -1; TNAP inh hiacc: -6; bIAP activator: 1; NF-kB neuron act: 1.2; PMI act hi M6P: 0.9; TNAP inh no acc: 21; FLuc inhib CS: -7; FLuc stim CS: 1.1; PMI activator: 0.9

What do the screens show for `Cc1ccc(C(=O)N/C(=C/c2ccc(-c3ccc(Br)cc3)o2)C(=O)NC2CCS(=O)(=O)C2)cc1` (stereo not given)?
TNAP act hi DEA: 1; APP 5'UTR act: 0; TNAP inh hiacc: 1; bIAP activator: 0.7; NF-kB neuron act: 1.1; PMI act hi M6P: 1; TNAP inh no acc: -4; FLuc inhib CS: -3; FLuc stim CS: 1; PMI activator: 0.9

Results for CCOc1cc(C2NN=C(c3ccc(C)cc3)S2)ccc1O (stereo not given) ?
TNAP act hi DEA: 1; APP 5'UTR act: 59; TNAP inh hiacc: -1; bIAP activator: 0.7; NF-kB neuron act: 4.8*; PMI act hi M6P: 1; TNAP inh no acc: 11; FLuc inhib CS: 21; FLuc stim CS: 0.8; PMI activator: 1

How did COC(=O)c1ccccc1NC(=O)CSc1ccccc1 do in these assays?
TNAP act hi DEA: 1.1; APP 5'UTR act: 9; TNAP inh hiacc: -5; bIAP activator: 0.7; NF-kB neuron act: 1.2; PMI act hi M6P: 1.1; TNAP inh no acc: -10; FLuc inhib CS: 0; FLuc stim CS: 1; PMI activator: 1.1

What do the screens show for `Oc1ccc(COCc2ccccc2)c2cccnc12`?
TNAP act hi DEA: 1; APP 5'UTR act: -19; TNAP inh hiacc: -4; bIAP activator: 0.8; NF-kB neuron act: 1.2; PMI act hi M6P: 0.5; TNAP inh no acc: -6; FLuc inhib CS: 13; FLuc stim CS: 0.9; PMI activator: 0.5

Results for COc1ccc(NC(=S)Nc2cccnc2)c(OC)c1 ?
TNAP act hi DEA: 1; APP 5'UTR act: -15; TNAP inh hiacc: -4; bIAP activator: 1; NF-kB neuron act: 1; PMI act hi M6P: 0.9; TNAP inh no acc: -12; FLuc inhib CS: 0; FLuc stim CS: 1; PMI activator: 1

What do the screens show for `CC(=O)Nc1ccc(N/C=C/C(=O)c2ccc(C)o2)cc1`?
TNAP act hi DEA: 1; APP 5'UTR act: 25; TNAP inh hiacc: 0; bIAP activator: 0.8; NF-kB neuron act: 1.3; PMI act hi M6P: 1; TNAP inh no acc: -2; FLuc inhib CS: 32; FLuc stim CS: 0.7; PMI activator: 1

How did NNC(=O)c1ccc(CN2CCCCC2)o1 do in these assays?
TNAP act hi DEA: 1; APP 5'UTR act: -2; TNAP inh hiacc: 0; bIAP activator: 1; NF-kB neuron act: 1.1; PMI act hi M6P: 0.9; TNAP inh no acc: -13; FLuc inhib CS: -3; FLuc stim CS: 1; PMI activator: 1

How did CCCN(Cc1ccc(N(CC)CC)cc1)CC1CC1 do in these assays?
TNAP act hi DEA: 1; APP 5'UTR act: 8; TNAP inh hiacc: -1; bIAP activator: 1.1; NF-kB neuron act: 0.85; PMI act hi M6P: 0.9; TNAP inh no acc: 0; FLuc inhib CS: -7; FLuc stim CS: 1.1; PMI activator: 1

How did O=C(c1cc([N+](=O)[O-])ccc1Cl)N1CCN(c2ccccc2)CC1 do in these assays?
TNAP act hi DEA: 1.1; APP 5'UTR act: 11; TNAP inh hiacc: -8; bIAP activator: 1.4; NF-kB neuron act: 1.2; PMI act hi M6P: 1; TNAP inh no acc: -36; FLuc inhib CS: -16; FLuc stim CS: 1.2; PMI activator: 1

Quoted at random: 3 records from the list
How did CCCN(Cc1ccc(N(CC)CC)cc1)CC1CC1 do in these assays?
TNAP act hi DEA: 1; APP 5'UTR act: 8; TNAP inh hiacc: -1; bIAP activator: 1.1; NF-kB neuron act: 0.85; PMI act hi M6P: 0.9; TNAP inh no acc: 0; FLuc inhib CS: -7; FLuc stim CS: 1.1; PMI activator: 1

What do the screens show for `COc1ccc(CNC(=O)C2CCCN(S(=O)(=O)c3c(C)nn(C)c3C)C2)cc1` (stereo not given)?
TNAP act hi DEA: 1.1; APP 5'UTR act: 5; TNAP inh hiacc: -8; bIAP activator: 1.1; NF-kB neuron act: 0.94; PMI act hi M6P: 1; TNAP inh no acc: -22; FLuc inhib CS: -8; FLuc stim CS: 1.1; PMI activator: 1

How did Cc1ccc2nsnc2c1S(=O)(=O)Nc1cccc2nsnc12 do in these assays?
TNAP act hi DEA: 1; APP 5'UTR act: 13; TNAP inh hiacc: -3; bIAP activator: 1.1; NF-kB neuron act: 0.99; PMI act hi M6P: 0.5; TNAP inh no acc: -2; FLuc inhib CS: 0; FLuc stim CS: 1; PMI activator: 0.8

The list continues:
Results for CC(=O)Nc1ccc(S(=O)(=O)NNC(=O)c2cccc(Br)c2)cc1 ?
TNAP act hi DEA: 1; APP 5'UTR act: -2; TNAP inh hiacc: -2; bIAP activator: 1; PMI act hi M6P: 1; TNAP inh no acc: 1; FLuc inhib CS: -6; FLuc stim CS: 1.1; PMI activator: 1.1

How did CCS(=O)(=O)n1nc(-c2ccc(OC)cc2)nc1SC do in these assays?
TNAP act hi DEA: 1; APP 5'UTR act: 38; TNAP inh hiacc: 0; bIAP activator: 0.9; NF-kB neuron act: 1.9; PMI act hi M6P: 0.9; TNAP inh no acc: 66*; FLuc inhib CS: -4; FLuc stim CS: 1; PMI activator: 0.8

Results for Cn1cnnc1SCC(=O)c1ccc(O)c(O)c1 ?
TNAP act hi DEA: 1; APP 5'UTR act: 11; TNAP inh hiacc: 3; bIAP activator: 1; NF-kB neuron act: 1.3; PMI act hi M6P: 1; TNAP inh no acc: 40; FLuc inhib CS: -6; FLuc stim CS: 1.1; PMI activator: 0.7

What do the screens show for `O=C(CCCNS(=O)(=O)c1cccs1)N1CCN(c2ccc(F)cc2)CC1`?
TNAP act hi DEA: 1; APP 5'UTR act: -4; TNAP inh hiacc: -2; bIAP activator: 1; NF-kB neuron act: 0.9; PMI act hi M6P: 1.1; TNAP inh no acc: -5; FLuc inhib CS: -6; FLuc stim CS: 1.1; PMI activator: 1

What do the screens show for `CN(C)c1ccc(C(CNC(=O)c2ccc(F)cc2)c2c[nH]c3ccccc23)cc1` (stereo not given)?
TNAP act hi DEA: 1; APP 5'UTR act: 13; TNAP inh hiacc: 0; bIAP activator: 0.8; NF-kB neuron act: 0.74; PMI act hi M6P: 0.8; TNAP inh no acc: -1; FLuc inhib CS: -1; FLuc stim CS: 1; PMI activator: 0.9

Results for O=C(CN1CCN(C(=O)c2ccccc2F)CC1)Nc1ccc(Br)cc1 ?
TNAP act hi DEA: 1.1; APP 5'UTR act: 2; TNAP inh hiacc: -7; bIAP activator: 1; NF-kB neuron act: 0.97; PMI act hi M6P: 0.9; TNAP inh no acc: -8; FLuc inhib CS: -12; FLuc stim CS: 1.1; PMI activator: 0.9

Results for CCOC(=O)c1c(NC(=O)CSc2nnc(-c3cccnc3)n2Cc2ccco2)sc(C)c1C ?
TNAP act hi DEA: 1; APP 5'UTR act: 17; TNAP inh hiacc: -1; bIAP activator: 0.7; NF-kB neuron act: 0.44; PMI act hi M6P: 0.8; TNAP inh no acc: -1; FLuc inhib CS: -6; FLuc stim CS: 1.1; PMI activator: 0.9

What do the screens show for `COc1cccc(CN(C)CC(=O)Nc2sc3c(c2C#N)CCC3)c1OC`?
TNAP act hi DEA: 1; APP 5'UTR act: 4; TNAP inh hiacc: -3; bIAP activator: 1.2; NF-kB neuron act: 1.1; PMI act hi M6P: 0.9; TNAP inh no acc: -10; FLuc inhib CS: -5; FLuc stim CS: 1; PMI activator: 0.9

What do the screens show for `Cc1ccc(NCc2nnc(SCC(=O)c3ccc4c(c3)OCCO4)o2)c(C)c1`?
TNAP act hi DEA: 1; APP 5'UTR act: -16; TNAP inh hiacc: 0; bIAP activator: 0.9; NF-kB neuron act: 1.2; PMI act hi M6P: 1.1; TNAP inh no acc: -10; FLuc inhib CS: -10; FLuc stim CS: 1.1; PMI activator: 1

Results for COc1ccc(OCC(=O)Nc2ccc(S(=O)(=O)N3CCN(C)CC3)cc2)cc1 ?
TNAP act hi DEA: 1; APP 5'UTR act: 15; TNAP inh hiacc: 0; bIAP activator: 1.1; NF-kB neuron act: 1; PMI act hi M6P: 0.9; TNAP inh no acc: -3; FLuc inhib CS: -2; FLuc stim CS: 1; PMI activator: 0.8
